# FBPA Giardia inh = qHTS Assay for Inhibitors of Fructose-1,6-bisphosphate Aldolase from Giardia Lamblia. purified Giardia FBPA. A8B2U2. hit rate 0.71% among 290,000. Potency, µM (top dose mostly 59.6 µM), for inactives: at the highest dose activity, negative = inhibition, usual class: inhibitors; active = well fitted inhibition curve with a large enough effect; inconclusive = small, poorly fitted or top-dose-only effect, or effect the other way; also: nearly all actives have a fitted effect of over 55% in size
# Target sequence (A8B2U2 whole entry, looked up): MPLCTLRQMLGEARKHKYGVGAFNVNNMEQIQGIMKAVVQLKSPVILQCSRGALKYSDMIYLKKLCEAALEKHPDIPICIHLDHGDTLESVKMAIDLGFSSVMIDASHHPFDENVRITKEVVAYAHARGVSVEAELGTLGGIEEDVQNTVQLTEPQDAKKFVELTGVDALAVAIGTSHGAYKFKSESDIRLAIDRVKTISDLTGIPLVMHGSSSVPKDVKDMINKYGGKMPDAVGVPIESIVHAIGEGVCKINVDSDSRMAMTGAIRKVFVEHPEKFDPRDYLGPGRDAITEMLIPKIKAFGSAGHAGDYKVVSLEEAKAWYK
#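 Giardia FBPA (40 nM reagent) was preincubated 10 min at RT with compound (up to 57.5 uM final), then substrate plus GAPDH/TPI/NAD/arsenate coupling system with diaphorase/resazurin was added; resorufin fluorescence (525/598 nm) was read after 20 min.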
# * marks the source's active call; other numbers are inactive results; ? = inconclusive; & = joins results of further samples; [ ] = another dose, or the depositor's remark. % is scaled to controls: 0 for no effect and ±100 for the full control effect; potency is read from the fitted curve at half-maximal effect. These rows are one share of the data; count on the stated rates, not on these rows.
canonical_smiles | FBPA Giardia inh
CC(=O)O[C@H]1C[C@@]2(C)[C@H](C[C@@H](O)[C@H]3[C@@]4(C)CC[C@@H](O)[C@@H](C)[C@H]4CC[C@@]32C)C1=C(CCC=C(C)C)C(=O)O | -0.5%[21.7 µM]
c1ccc2c(N3CCOCC3)nc(-c3ccoc3)nc2c1 | 1.7%
NC(=O)c1ccc[n+]([C@@H]2OC(COP(=O)([O-])OP(=O)(O)OCC3OC(n4cnc5c(N)ncnc54)C(OP(=O)(O)O)C3O)C(O)C2O)c1 (some centres undefined) | -23.8%
CC(=O)OC1CCC2(C)C(CCC3(C)C2C(=O)C=C2C4CC(C)(C(=O)OCCN5CCCCC5)CCC4(C)CCC23C)C1(C)C (centres undefined) | 11.2%
CCNc1ncc2nc(C)c(=O)n(CCOC)c2n1 | 1.3%
CC(=O)O[C@H]1C2=C(C(=O)[C@H]3O[C@@H]31)[C@@H]1[C@@H]3[C@@H](C)OC=C4[C@H](O)[C@H]5O[C@@H]5C(=O)[C@]43C2O[C@H]1C | -0.1%[12.9 µM]
O=C(c1ccco1)N1CCC2(CC1)CN(c1ccc(-c3ccccc3)cc1)C2 | -8.1%
COC(=O)[C@H](Cc1ccccc1)NC(=O)[C@H]1C[C@@H]1[C@H](NC(=O)OCc1ccccc1)c1ccccc1 | 2.0%
COC(=O)C1=C(C(=O)OC)[C@@H]2N(C)c3ccccc3[C@@]23C[C@@H](C(=O)OC)N(S(=O)(=O)c2ccc([N+](=O)[O-])cc2)C3=N1 | 0.1%[12.9 µM]
O=C(c1cnccn1)N1CCC2(CCCN(c3cccc(-c4ccccc4)c3)C2)CC1 | -6.0%
CCOc1cc(/C=C(\C#N)C(N)=O)cc(CSc2ccccc2)c1O | -6.4%
O=C(Cc1ccc(Cl)cc1)c1c(O)cc(O)cc1O | 9.7%
COc1ccc(C2OCC3(COC(C)=O)C(C)C=C(C)C2C3C)cc1 (centres undefined) | -0.8%
CC(C)CO/N=C1/C[C@@H](O)[C@@H](O)[C@@H]2[C@@H]3C(=O)N(C4CCCCC4)C(=O)[C@H]3CC[C@H]12 | -1.0%[12.9 µM]
FC(F)(F)c1ccccc1-c1cncnc1NCc1ccccc1 | 8.3%
Cc1ccc(S(=O)(=O)N[C@H]2COC(=O)[C@H](C)COC(=O)C/C=C\[C@H]2C)cc1 | -1.5%[12.9 µM]
CN1CCC2(CC1)CCN(C(=O)c1cc(C(F)(F)F)cc(C(F)(F)F)c1)CC2 | 2.9%
O=S(=O)(c1ccccc1)N1CCC2(CCN(c3ccncc3)CC2)CC1 | 0.7%
COc1ccc(C2=Nn3c(nnc3-c3cc(OC)cc(OC)c3)SC2)cc1 | -4.2%
CC1(C(=O)O)C2CCC(O2)C1(C)C(=O)O (centres undefined) | -4.6%
CCN1C[C@]2(C)CC[C@H](O)[C@@]34[C@@H]5CC6[C@@H](OC)C[C@@](O)([C@@H]5[C@@H]6O)[C@H](C[C@@H]23)[C@H]14 | -0.1%[21.7 µM]
CS(=O)(=O)Nc1cccc(-c2nccc(-n3ccnc3)n2)c1 | -1.2%
O=C(O)/C=C1\CCCc2ccccc2[C@H]1O | 3.0%
CN(C(=O)Cc1ccc(Cl)c(Cl)c1)[C@H](CN1CCCC1)c1cccc(N=C=S)c1 | -2.0%
CC[C@H](C)[C@H](NC(=O)[C@H](CC(=O)O)NC(=O)[C@H](CC(C)C)NC(=O)[C@H](Cc1cnc[nH]1)NC(=O)[C@H](C)NC(=O)[C@H](Cc1ccccc1)NC(=O)[C@H](Cc1ccc(O)cc1)NC(=O)[C@@H](NC(=O)[C@H](C)NC(=O)[C@H](CCC(=O)O)NC(=O)[C@H](CCC(=O)O)NC(=O)[C@H](CC(=O)O)NC(=O)CCC(=O)O)C(C)C)C(=O)N[C@H](C(=O)N[C@@H](Cc1c[nH]c2ccccc12)C(=O)O)[C@@H](C)CC | -2.7%
COC1(CS(=O)c2ccccc2)CCN(CCc2c[nH]c3ccc(F)cc23)CC1 (centres undefined) | 8.7%
c1ccc2c(NC3CC3)nc(-c3ccoc3)nc2c1 | -18.8%
CCC1=C[C@@H]2CN(C1)Cc1c([nH]c3ccccc13)[C@@](C(=O)OC)(c1cc3c(cc1OC)N(C)[C@H]1[C@@](O)(C(=O)OC)[C@H](OC(C)=O)[C@]4(CC)C=CCN5CC[C@]31[C@@H]54)C2 | ?
C[C@@H](C(=O)O)c1ccc(C(=O)c2ccccc2)s1 | 12.4%[21.7 µM]
O=C(NC(=O)c1ccccc1Cl)Nc1ccc(OC(F)(F)F)cc1 | 3.7%
CCOC(=O)C1=C[C@@]2(CC)CCCN3CCc4c(n1c1ccccc41)[C@H]32 | 6.9%
COC(=O)N1CCC2(CC1)CCN(c1ncccn1)CC2 | -0.4%
CC(=O)c1c(O)cccc1O | -6.1%
CCCC[C@H]1C(=O)N(c2ccccc2)N(c2ccc(O)cc2)C1=O | -0.2%[21.7 µM]
O=S(=O)(c1ccccc1)N1CCC[C@@]2(CCN(c3cccc(-c4ccccc4)c3)C2)C1 | -5.6%
CN1CCN(c2ncc3nc(-c4cccs4)c(=O)n(CCC#N)c3n2)CC1 | 1.3%
N#Cc1cccc(-c2cncnc2NCc2cccnc2)c1 | 4.1%
COC(=O)CCCc1[se]c2ccccc2c1I | 8.7%
COC(=O)[C@@]1(Cc2ccc(OC)cc2)[C@H]2c3cc(C(=O)N4CCCC4)n(Cc4ccc(C(F)(F)F)nc4)c3C[C@H]2CN1C(=O)c1ccccc1 | -5.0%
COC(=O)C1(CC(C)C)C=C2C(=C(c3ccccc3)C(=O)C2C)CN1 (centres undefined) | -14.6%
C[C@@]1(C(NC(=O)Cc2ccccc2)c2ccc(-c3ccccc3)cc2)C[C@H]1C1CCCCC1 (some centres undefined) | 2.8%
CC(C)=CCCC(C)C1CC[C@@]2(C)C3=C(CC[C@@]12C)C1(C)CCC(O)C(C)(C)C1CC3 (some centres undefined) | -1.4%
O=C1NS(=O)(=O)c2ccccc21 | -14.5%
C[C@H]1CC[C@@H]2[C@@H](C)C(=O)O[C@H]3O[C@@]4(C)CC[C@H]1[C@@]32OO4 | 5.3%[21.7 µM]
COc1ccc(-c2ccc(C3C4C=CCCC4(C)C(=O)N3Cc3ccccc3)c(F)c2)cc1 (centres undefined) | -3.0%

# Filtered by structure: those above with a CF3 group
canonical_smiles | FBPA Giardia inh
FC(F)(F)c1ccccc1-c1cncnc1NCc1ccccc1 | 8.3%
CN1CCC2(CC1)CCN(C(=O)c1cc(C(F)(F)F)cc(C(F)(F)F)c1)CC2 | 2.9%
O=C(NC(=O)c1ccccc1Cl)Nc1ccc(OC(F)(F)F)cc1 | 3.7%
COC(=O)[C@@]1(Cc2ccc(OC)cc2)[C@H]2c3cc(C(=O)N4CCCC4)n(Cc4ccc(C(F)(F)F)nc4)c3C[C@H]2CN1C(=O)c1ccccc1 | -5.0%

# The list goes on:
canonical_smiles | FBPA Giardia inh
COC(=O)[C@@H]1CC[C@H](C)[C@@H](c2ccc(C)cc2)N1C(=O)c1ccc(/C=N\O[C@@H]2O[C@H](COC(C)=O)[C@H](OC(C)=O)[C@H](OC(C)=O)[C@H]2OC(C)=O)cc1 | -0.1%[12.9 µM]
CC1(C)CCC2(C(=O)O)CC[C@]3(C)C(=CCC4[C@]5(C)CCC(O)C(C)(C)C5C(O)C[C@]43C)C2C1 (some centres undefined) | 7.8%
COc1ccc(Oc2ncc3ncc(=O)n(CCC#N)c3n2)cc1 | -12.6%
CN(C)C1C(=O)C(C(N)=O)=C(O)[C@@]2(O)C(=O)C3=C(O)c4c(O)ccc(Cl)c4[C@](C)(O)C3CC12 (some centres undefined) | ?
COC1=C(C(=O)c2ccccc2)C(=O)C2(CC=C(C)C)C[C@H](C(=O)OCC(F)(F)F)C(C)(C)[C@@]1(CC=C(C)C)C2=O (tested in a mixture with another compound) | -1.9%
CCCOC(=O)NCCCN(C)C | -0.1%
COc1ccnc(CS(=O)c2nc3ccc(OC(F)F)cc3[nH]2)c1OC (centres undefined) | -4.9%
CCCCc1nc2c(c3c1C[C@H](C)OC3)CN(C(=O)N[C@H](C(=O)OC)C(C)C)CC2 | 1.0%[12.9 µM]
O=C(Nc1ccc(O)c2c(=O)cc(-c3ccccc3Cl)oc12)c1cc(Cl)cc(Cl)c1 | 7.2%
CN(C)c1ncc2nc(-c3ccc(Cl)cc3)c(=O)n(-c3ccccc3)c2n1 | 2.7%
CC(C)=CCc1c(O)cc(O)c2c1O[C@H](c1ccccc1)CC2=O | -0.4%
O=C(O)c1cc(=O)c2ccc(Cl)cc2[nH]1 | -3.4%&-15.9%&-12.8%&-10.3%
CC(C)=C1C(=O)C(c2ccccc2)=C2CN3C(=O)N(CCc4ccccc4)C(=O)[C@]3(C)[C@H]21 | 0.5%
CC#CCN1c2ccccc2[C@]23C[C@@H](C(=O)OC)N(S(=O)(=O)c4cccs4)C2=NC(C(=O)OC)=C(C(=O)OC)[C@H]13 | 4.2%[12.9 µM]
O=C1C(Nc2ccccc2)=CC(=O)c2ncccc21 | -17.4%

# Next part; it opens with the 4 that closed the last part.
canonical_smiles | FBPA Giardia inh
O=C(O)c1cc(=O)c2ccc(Cl)cc2[nH]1 | -3.4%&-15.9%&-12.8%&-10.3%
CC(C)=C1C(=O)C(c2ccccc2)=C2CN3C(=O)N(CCc4ccccc4)C(=O)[C@]3(C)[C@H]21 | 0.5%
CC#CCN1c2ccccc2[C@]23C[C@@H](C(=O)OC)N(S(=O)(=O)c4cccs4)C2=NC(C(=O)OC)=C(C(=O)OC)[C@H]13 | 4.2%[12.9 µM]
O=C1C(Nc2ccccc2)=CC(=O)c2ncccc21 | -17.4%
COC(=O)C1=CO[C@@H](C)[C@@H]2CN3CCc4c([nH]c5ccccc45)[C@@H]3C[C@H]12 | ?
CCOC(=O)N/N=C1/C[C@@H](O)[C@@H](O)[C@@H]2[C@@H]3C(=O)N(C4CCCCC4)C(=O)[C@H]3CC[C@@H]12 | 1.8%[12.9 µM]
N[C@@]1(C(=O)O)CC[C@H](C(=O)O)C1 | -10.5%&-7.7%&-1.3%
COc1cc2c3cc1Oc1c(OC)c(OC)cc4c1C(Cc1cccc(c1)Oc1ccc(c(O)c1)CC3N(C)CC2)N(C)CC4 (centres undefined) | -18.6%
CCC(C)c1cc([N+](=O)[O-])cc([N+](=O)[O-])c1OC(C)=O (centres undefined) | 3.8%
N#Cc1ccc(CN2CCCC3(CCN(C(=O)Oc4ccccc4)CC3)C2)cc1 | -4.6%
OC[C@H]1OC(O)[C@H](O)[C@@H](O)[C@@H]1O (some centres undefined) | -2.2%
CC(C)[C@H](NC(=O)[C@@H]1CSSC[C@H](NC(=O)[C@H](CC(=O)O)NC(=O)[C@H](C)NC(=O)[C@@H](NC(=O)CNC(=O)[C@H](C)N)[C@@H](C)O)C(=O)N[C@@H](Cc2ccccc2)C(=O)N[C@@H](Cc2c[nH]c3ccccc23)C(=O)N[C@@H](CCCCN)C(=O)N[C@@H](Cc2ccc(O)cc2)C(=O)N1)C(=O)O | -0.6%
O=c1c(O)c(Br)ccc2c(Br)c(O)c(O)c(O)c12 | 11.2µM*
CCCCCC(=O)c1cc(CC(C(=O)OC)C(=O)OC)cc2cc(OC)c(OC)cc12 | -2.6%[12.9 µM]
Nc1ncnc2c1ncn2[C@@H]1O[C@H](COP(=O)(O)O)[C@@H](O)[C@@H]1O | 4.2%[21.7 µM]
CC1(C)CC2C1CCC1(C)OC1CCC2(C)O (centres undefined) | -2.1%
COC(=O)C1=C(C(=O)OC)[C@@H]2N(C)c3ccc(OC)cc3[C@@]23C[C@@H](C(=O)OC)N(S(=O)(=O)c2ccc(C)cc2)C3=N1 | -0.1%[12.9 µM]
Cn1cccc1C(=O)N1CCC2(CCCN(C(=O)Nc3ccccc3)C2)CC1 | 1.9%
CN(C)C1CCc2[nH]c3ccc(NC(=O)c4ccc(F)cc4)cc3c2C1 (centres undefined) | -7.3%
CC(C)=CCC/C(C)=C/CO/N=C1/C[C@@H](O)[C@@H](O)[C@@H]2[C@@H]3C(=O)N(Cc4ccc5c(c4)OCO5)C(=O)[C@H]3CC[C@H]12 | -0.3%[12.9 µM]
CNc1cc(-c2c(C)noc2C)ncn1 | 6.4%
O=C(c1csnn1)N1CCC2(CCCN(c3ccccn3)C2)CC1 | -11.0%
O=C(c1ccco1)N1CCC2(CCN(Cc3cc(C(F)(F)F)cc(C(F)(F)F)c3)CC2)CC1 | 2.0%
N[C@H]1CCN(O)C1=O | 11.7%&-10.5%
COC(=O)[C@@]1(C)C=C[C@@H](Cc2ccccc2)N1C | -3.6%
CN1CCc2cc3c(cc2[C@@H]1[C@@H]1C(=O)Oc2c1ccc1c2OCO1)OCO3 | -7.0%
Cc1nc(N2CCOCC2)c2nc(-c3ccccc3)n(CCCN(C)C)c2n1 | 0.4%
CCCN1C[C@H](CSC)C[C@H]2c3cccc4[nH]cc(c34)C[C@@H]21 | -6.9%[21.7 µM]
CNc1ncnc2ccc(-c3cccc(NS(C)(=O)=O)c3)cc12 | -18.4%
CCCC[C@@H]1C[C@H]1C(NS(=O)(=O)c1cccc2cccnc12)c1ccc(-c2ccccc2)cc1 (some centres undefined) | -3.7%
COc1ccc(NS(=O)(=O)c2ccc(I)cc2)cc1N1CCN(C)CC1 | -3.3%
C[C@]12C=CC(=O)C=C1CC[C@@H]1[C@H]3C[C@@H](O)[C@](O)(C(=O)CO)[C@@]3(C)C[C@H](O)[C@]12F | -0.9%[21.7 µM]
Cc1cccc(CNc2ncncc2-c2cccc(C#N)c2)c1 | 0.1%
C[C@@H]1C(=O)CC2C(C)(C)CCC[C@]2(C)[C@@]1(O)CCc1ccoc1 (some centres undefined) | -7.4%

# Source: PubChem BioAssay
